Screening results from PubChem.
ABCB1 inh – human ABCB1 inhibition, ABCG2 as counter-screen. CCRF-Adr cells, JC-1 efflux, flow cytometry. inhibition, % at 6.6 µM. 0.067% of 190,000 active. AID 1326; in the data active = inhibition above about 40%;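 also: 0% = vehicle and 100% = reference inhibitor; higher value means more JC-1 retained so stronger ABCB1 efflux block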
RGS7-Gao reg – regulators of human RGS7-Galphao interaction. 0.35% of 220,000 active. binding response (% of control), % at 10 µM. P09471. Multiplexed bead flow cytometry, RGS7-Galphao binding; actives lie on both sides; in the data active = binding response below about 49% or above about 150%; inconclusive = no clear call, values can overlap the other calls; inactive = in between;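 also: fluorescent Galphao held in activated GDP-AlF4 state binding bead-coupled RGS7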
Target sequence (P09471 whole entry, looked up): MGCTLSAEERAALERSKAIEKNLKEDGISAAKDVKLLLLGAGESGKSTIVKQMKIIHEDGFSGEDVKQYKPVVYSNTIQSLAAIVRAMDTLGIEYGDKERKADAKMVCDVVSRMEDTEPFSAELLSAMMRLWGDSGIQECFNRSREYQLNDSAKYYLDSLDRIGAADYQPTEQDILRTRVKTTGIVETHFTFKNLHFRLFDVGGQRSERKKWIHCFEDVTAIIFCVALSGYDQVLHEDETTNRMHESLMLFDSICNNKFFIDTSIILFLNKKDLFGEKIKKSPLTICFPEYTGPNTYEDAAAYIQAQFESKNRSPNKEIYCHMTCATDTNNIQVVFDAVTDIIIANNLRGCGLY
Mcl-1 Bim block – human Bim-Mcl-1 interaction inhibition | Q07820 | Bead-based flow cytometry, Bim peptide-Mcl-1 binding | inhibition, % at 10 µM | 0.1% of 190,000 active; in the data active = inhibition above about 40%;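 also: 0% = no compound tracer wells and 100% = peptide blocker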
Target sequence (Q07820 whole entry, looked up): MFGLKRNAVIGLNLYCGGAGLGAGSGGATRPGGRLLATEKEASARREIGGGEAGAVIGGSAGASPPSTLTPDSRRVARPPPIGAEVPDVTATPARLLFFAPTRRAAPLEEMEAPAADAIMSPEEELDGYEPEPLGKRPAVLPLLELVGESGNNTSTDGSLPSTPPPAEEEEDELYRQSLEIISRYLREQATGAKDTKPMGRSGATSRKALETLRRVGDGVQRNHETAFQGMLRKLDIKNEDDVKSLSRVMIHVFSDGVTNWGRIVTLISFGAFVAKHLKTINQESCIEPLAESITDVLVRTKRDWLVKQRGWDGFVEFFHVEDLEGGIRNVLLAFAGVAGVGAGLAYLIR
RGS8-Gao – regulators of human RGS8-Galphao interaction. P09471. 0.34% of 220,000 active. response (percent of control binding), % at 10 µM. multiplexed bead flow cytometry, RGS8-Galphao binding; actives lie on both sides. AID 1423; in the data active = response below about 60% or above about 140%; inactive = in between;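 also: Galphao activated as the GDP aluminium fluoride complex binding bead-coupled RGS8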
Mcl1 Noxa PPI – Mcl-1/Noxa interaction inhibition | 1.5% of 220,000 active | TR-FRET Mcl-1/Noxa peptide binding, 2 h | inhibition, % at 21.7 µM | Q07820 | AID 1022;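 active = compounds that cut the protein-peptide binding signal by more than 50% relative to plate controls in a single-dose test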;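 also: His-tagged Mcl-1 with rhodamine Noxa BH3 peptide and terbium anti-His antibody; 0% = Mcl-1 plus Noxa peptide wells and 100% = peptide-only wells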
Pf gamet viab – P. falciparum stage V gametocyte viability inhibition; P. falciparum stage V gametocytes, ATP luminescence, 24 h; inhibition, % at 10.9 µM; 0.065% of 150,000 active;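 active = inhibition above the mean plus 3 SD of compounds within the control limits, set per campaign, cut at about 38% in these data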;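 also: 0% = DMSO wells and 100% = medium only without gametocytes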
Mcl1-Bid inh – disrupts binding of human Mcl-1 to Bid peptide; 0.97% of 220,000 active; AID 1021; Q07820; inhibition, % at 21.7 µM; TR-FRET Mcl-1/Bid-Dy647 peptide binding, 1536-well;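 active = compounds that cut the binding signal by more than half at the single screening dose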;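 also: His-tagged Mcl-1 with europium anti-His antibody binding Bid BH3 peptide; 0% = Mcl-1 plus peptide wells and 100% = peptide-only wells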
GSH fluor – compound fluoresces at 488/530 nm on GSH beads; GSH beads flow cytometry, compound fluorescence 488/530 nm; active compounds read high; 0.25% of 190,000 active; fluorescence (KMESF) at 10 µM; in the data active = fluorescence above about 89;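 also: glutathione beads carrying GST-tagged Bcl family fusion proteins plus one bare bead set; values are compound well signal with DMSO vehicle wells as background; inactives centre near 16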
RGS4-Gao reg – human RGS4-Galphao interaction regulation; Multiplexed bead flow cytometry, RGS4-Galphao binding; actives lie on both sides; 0.33% of 220,000 active; P09471; binding response (% of control), % at 10 µM; in the data active = binding response below about 49% or above about 150%; inactive = in between;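 also: fluorescent Galphao activated with aluminum fluoride binding bead-coupled RGS4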
ABCG2 inh – blocks JC-1 efflux by human ABCG2 transporter; inhibition, % at 6.6 µM; 0.1% of 190,000 active; IgMXP3 cells, flow cytometry; Q9UNQ0;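 active = inhibition above 80%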;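 also: 0% = DMSO and 100% = nicardipine control wells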
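Assay system – ABCG2 IgMXP3 and barcoded ABCB1 CCRF-Adr cell mix · Input – 3 million cells/mL in well · Reagent – JC-1 fluorescent substrate · Compound – single test compound dose, 6.6 µM final · Timing – 10 min exposure at 25 °C with rotation, no wash · Detection – flow cytometry of retained JC-1 fluorescence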
Avidin bead fluor – avidin bead compound fluorescence profile | Avidin beads, compound fluorescence 488/530 nm, flow cytometry; active compounds read high | AID 1775 | 0.38% of 220,000 active | fluorescence (KMESF) at 10 µM; in the data active = fluorescence above about 47; also: inactives centre near 10
The depositor's hits bear a star; u = inconclusive; x = no result given.

Values run as follows: GSH fluor	Avidin bead fluor	ABCG2 inh	Mcl-1 Bim block	RGS8-Gao	ABCB1 inh	RGS7-Gao reg	Pf gamet viab	Mcl1 Noxa PPI	RGS4-Gao reg	Mcl1-Bid inh
#1 Cc1ccc2ccccc2c1Cn1c(-n2ccnc2)nc2c1c(=O)n(C)c(=O)n2C
  10	25	3	0	100	1.6	106	x	0	101	-2
#2 C=C(C)C(=O)Oc1ccc(N2C(=O)CCC2=O)cc1
  x	x	x	x	97	x	u	-20	-5	78	-38
#3 O=C(Cc1cccs1)N1CCN(S(=O)(=O)c2ccc(F)cc2)CC1
  22	5	1	-4	101	0.8	103	1	-9	101	-31
#4 c1csc(-c2nn3c(Cn4cnc5ccccc54)nnc3s2)c1
  12	26	0	-3	90	-0.1	120	x	-12	98	8
#5 Cc1ccc[n+](CC(=O)Nc2cccc([N+](=O)[O-])c2)c1
  25	10	-1	0	102	0.3	104	-4	1	104	-15
#6 COc1ccc(OC)c(NC(=O)CCN2CCN(Cc3ccccc3)CC2)c1
  29	15	2	-2	99	3.5	98	x	11	99	-3
#7 COCCNC(=S)N1CCC(NC(=O)c2ccco2)CC1
  12	10	4	1	104	0.9	107	16	2	106	-59
#8 COc1cccc(Oc2ccc(N)cc2)c1
  13	11	2	0	98	0.6	102	-6	-19	103	-30
#9 COc1ccc(S(=O)(=O)NCC2CCCN(C(=O)CN3CCCCC3)C2)cc1 (centres undefined)
  17	11	0	0	104	0.1	104	-6	9	105	-19
#10 O=S(=O)(CCN1C=CC(C(F)(F)F)=NCC1)c1ccc(F)cc1
  x	6	x	x	102	x	u	-15	13	107	-13
#11 COc1ccc(/C=N/Nc2cc(C)nc(N3CCOCC3)n2)cc1OC
  x	7	x	x	101	x	u	2	-4	105	-25
#12 CCOC(=O)CCCNC(=O)CCNC(=O)c1ccc(OC)cc1
  12	32	2	0	100	0.6	100	x	4	101	-1
#13 CCSc1nnc(NC(=O)COc2ccc(Cl)cc2)s1
  27	11	11	0	101	0.7	104	17	-4	104	-14
#14 O=C(Nc1nnc(CCN2CCCCC2)s1)c1cccc(Cl)c1
  x	4	x	x	99	x	u	7	15	100	-20
#15 CCCc1cc(C(=O)Nc2sc(C)c(CC)c2C#N)no1
  18	5	1	1	97	0.2	94	x	16	94	-2
#16 CCCCN(CC)S(=O)(=O)c1ccc(C(=O)Nc2nnc(COC)o2)cc1
  25	24	15	-1	105	2.5	101	x	-59	101	-86
#17 O=c1ccc2cc(O)c(O)cc2o1
  19	3	-2	3	59*	-0.6	58	x	11	57	-24
#18 O=C(CCN1C(=O)C2C3C=CC(C3)C2C1=O)Nc1ccc(F)cc1 (centres undefined)
  40	7	2	0	103	0.9	102	-3	2	102	-11
#19 Cc1ccc(NC(=O)CCn2nnc3ccccc32)cc1
  18	4	1	1	96	0.0	94	21	-5	92	-3
#20 CN1C(=O)/C(=C2\SC(=S)N(CCCCCC(=O)O)C2=O)c2ccccc21
  x	8	x	x	102	x	u	4	113*	95	96*
#21 COc1ccc(CCNC(=O)c2cc(-c3ccccc3OC)on2)cc1OC
  21	29	37	5	102	2.8	100	-9	5	98	7
#22 CN1C(=O)/C(=C2/C=CC=CN2C)OC1=S
  20	25	44	-7	101	0.7	107	6	17	102	4
#23 Cc1ccc2oc(=O)n(CC(=O)c3ccc(F)cc3)c2c1
  x	6	x	x	100	x	u	12	-9	100	-5
#24 Cc1ccc(-n2nnnc2SCc2nnc(-c3ccccc3Br)o2)cc1
  26	5	0	2	99	0.0	101	x	12	96	-58
#25 Cc1ccc(S(=O)(=O)N(C)C)cc1NC(=O)COc1ccc(-c2nnco2)cc1
  x	8	x	x	100	x	u	8	11	100	-27
#26 Cc1cccc(NC(=O)c2onc3c2CCCC3)c1C
  10	24	4	0	103	0.7	98	x	19	100	-5
#27 CCC(=O)Nc1ccc(C(=O)NNC(=O)c2cccs2)cc1
  10	9	1	0	98	0.6	99	4	-8	99	-38
#28 COc1ccc(C(=O)Nc2cc(C(F)(F)F)ccc2Cl)cc1OC
  13	10	22	0	104	1.6	106	18	30	105	-19
#29 Cc1ccc(OCCc2csc(N)n2)cc1
  9	10	0	0	99	-0.2	97	-5	-9	101	-29
#30 CSc1cc(-c2ccc(Cl)cc2)c(C(=O)NN)s1
  34	6	-7	-9	80	-0.6	93	10	17	98	3

The listing continues:
Values run as follows: GSH fluor	Avidin bead fluor	ABCG2 inh	Mcl-1 Bim block	RGS8-Gao	ABCB1 inh	RGS7-Gao reg	Pf gamet viab	Mcl1 Noxa PPI	RGS4-Gao reg	Mcl1-Bid inh
#31 Cc1ccc(C(=O)Cc2nnc(C)s2)cc1
  9	5	-6	-3	104	-1.7	101	10	28	100	-3
#32 CCCCCOc1ccccc1C(=O)NCCCCCC(=O)O
  x	8	x	x	101	x	u	-12	-2	99	-17
#33 CC(/C=N/NC(=O)Cc1cccn1C)=C\c1ccco1
  40	7	7	-2	96	0.7	89	9	16	83	-24
#34 CCC(C)C(NC(=O)OC(C)(C)C)C(=O)NC(C(=O)NC(C)C(N)=O)C(C)C (centres undefined)
  17	11	1	0	97	0.3	96	4	4	99	-15
#35 CCOC(=O)N1CCC(n2c(SCC(=O)NCc3ccco3)nc3ccsc3c2=O)CC1
  10	30	7	-8	97	1.3	97	x	-2	98	-12
#36 COc1cccc(Oc2coc3c(CN4CCOCC4)c(O)ccc3c2=O)c1
  12	46	-1	1	95	-0.3	98	x	-8	97	-14
#37 COCCSc1nnc(NC(=O)Cc2ccccc2OC)s1
  33	7	-1	1	98	0.3	99	22	6	95	-30
#38 Cc1c(C(=O)C(=O)N2c3ccc(F)cc3CCC2C)c2ccccc2n1C (centres undefined)
  18	14	3	-4	100	0.4	100	x	9	98	-25
#39 CC1CCN(C(=O)C2CCN(S(=O)(=O)c3cccnc3)CC2)CC1
  27	13	4	-5	100	0.5	96	x	0	97	-48
#40 O=C(CN1C(=O)c2ccccc2C1=O)c1ccccc1
  36	23	14	-6	100	4.1	101	-8	-5	102	2
#41 COc1ccc(CNC(=O)c2csc(Cc3ccc(Cl)cc3)n2)cc1
  63	8	0	-3	102	0.0	102	-5	-12	103	-16
#42 CCCOc1ccc(-c2nc(C#N)c(N3CCN(C)CC3)o2)cc1
  22	38	1	0	103	0.6	104	x	2	103	4
#43 CCOC(=O)N1CCN(C(=O)CCn2c(=O)[nH]c3ccsc3c2=O)CC1
  27	9	2	0	99	0.0	100	-11	6	99	-27
#44 CC(C)CC1NC(=O)N(Cc2nc3ccccc3s2)C1=O (centres undefined)
  x	8	x	x	103	x	u	-5	-9	102	-43
#45 COc1cc(SC)ccc1C(=O)NC(C)C
  9	11	14	-3	102	-0.4	102	-7	13	104	-13
#46 CC[C@H](C)[C@H](NC(=O)OCc1ccccc1)C(=O)Nc1ccc(NC(C)=O)cc1
  14	11	0	0	99	0.1	u	8	19	100	-17
#47 COc1cccc(/C=C2/SC(=O)N(C)C2=O)c1OCc1ccc(C(=O)O)cc1
  7	8	16	67*	101	-0.3	104	7	3	102	-19
#48 Cn1c(Cc2ccccc2)nnc1SCC(=O)Nc1ccc2c(c1)OCO2
  18	35	5	-2	100	1.2	95	x	-2	99	-6
#49 CC1CCCN(S(=O)(=O)c2ccc(Br)s2)C1 (centres undefined)
  19	4	1	-2	101	0.2	100	x	13	100	6
#50 COc1ccc(N2CCN(C(=S)Nc3cccc(C)c3C)CC2)cc1
  59	8	0	0	102	0.0	96	2	-4	102	-65
#51 COc1ccc(C(c2c(O)ccc3ccccc23)N2CCOCC2)c(OC)c1 (centres undefined)
  9	12	-2	-5	105	-0.8	96	13	79*	94	49
#52 Cc1cc(C)n(-c2ncnc3sc(C)c(C)c23)n1
  14	53*	-1	-1	103	-0.2	105	x	2	109	11
#53 CCOc1ccc(/C(O)=C2\C(=O)C(=O)N(CCOCCO)C2c2ccccc2OC)cc1 (centres undefined)
  9	9	4	0	100	1.2	100	x	4	97	-111
#54 O=C(O)CNC(=O)CCCn1nnc2ccccc2c1=O
  x	8	x	x	106	x	u	-27	-9	114	14
#55 Cc1ccccc1Nc1nc(N)c2ccccc2n1
  11	10	0	0	102	-0.2	u	25	14	99	7
#56 CCCC1S/C(=N/N=C/c2cccs2)NC1=O (centres undefined)
  21	27	11	-3	99	0.7	98	13	4	100	-1
#57 CC(C)CN1C(=O)c2ccc(NC(=O)c3cccs3)cc2C1=O
  18	38	1	-4	99	0.2	100	x	20	104	-12
#58 N/C(=N/O)c1cccn1Cc1ccccc1[N+](=O)[O-]
  9	9	20	3	98	0.9	99	15	15	95	-37

In the list so far, these have an aryl thioether with sulfur outside any ring:
Values run as follows: GSH fluor	Avidin bead fluor	ABCG2 inh	Mcl-1 Bim block	RGS8-Gao	ABCB1 inh	RGS7-Gao reg	Pf gamet viab	Mcl1 Noxa PPI	RGS4-Gao reg	Mcl1-Bid inh
#13 CCSc1nnc(NC(=O)COc2ccc(Cl)cc2)s1
  27	11	11	0	101	0.7	104	17	-4	104	-14
#24 Cc1ccc(-n2nnnc2SCc2nnc(-c3ccccc3Br)o2)cc1
  26	5	0	2	99	0.0	101	x	12	96	-58
#30 CSc1cc(-c2ccc(Cl)cc2)c(C(=O)NN)s1
  34	6	-7	-9	80	-0.6	93	10	17	98	3
#35 CCOC(=O)N1CCC(n2c(SCC(=O)NCc3ccco3)nc3ccsc3c2=O)CC1
  10	30	7	-8	97	1.3	97	x	-2	98	-12
#37 COCCSc1nnc(NC(=O)Cc2ccccc2OC)s1
  33	7	-1	1	98	0.3	99	22	6	95	-30
#45 COc1cc(SC)ccc1C(=O)NC(C)C
  9	11	14	-3	102	-0.4	102	-7	13	104	-13
#48 Cn1c(Cc2ccccc2)nnc1SCC(=O)Nc1ccc2c(c1)OCO2
  18	35	5	-2	100	1.2	95	x	-2	99	-6

An excerpt of these results, with one line to a screen:
[35] CCOC(=O)N1CCC(n2c(SCC(=O)NCc3ccco3)nc3ccsc3c2=O)CC1
[50] COc1ccc(N2CCN(C(=S)Nc3cccc(C)c3C)CC2)cc1
[31] Cc1ccc(C(=O)Cc2nnc(C)s2)cc1

Compound	35	50	31
GSH fluor	10	59	9
Avidin bead fluor	30	8	5
ABCG2 inh	7	0	-6
Mcl-1 Bim block	-8	0	-3
RGS8-Gao	97	102	104
ABCB1 inh	1.3	0.0	-1.7
RGS7-Gao reg	97	96	101
Pf gamet viab	x	2	10
Mcl1 Noxa PPI	-2	-4	28
RGS4-Gao reg	98	102	100
Mcl1-Bid inh	-12	-65	-3
